# From PubChem
# 12-hLO inh = inhibitors of human 12-lipoxygenase (ALOX12); P18054; purified 12-hLO, xylenol orange hydroperoxide absorbance; Potency, µM (top dose mostly 57.1 µM), for inactives: at the top dose activity change, negative = inhibition, most hits filed as inhibitors; 150,000 compounds, 0.12% hits; AID 1452; also: potency is read from the fitted curve at half-maximal effect; nearly all actives have a fitted effect of over 55% in size; many of its hits are not listed in these tables
#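 Xylenol orange chromogenic assay: hydroperoxide from 12hLO oxidises Fe(II), giving red-shifted Fe(III)-XO absorbance. Conditions: 150 nM enzyme, 40 uM arachidonic acid, 25 mM Hepes pH 7.0, 0.01% Triton X-100, 30 min, room temperature.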
# IMPase inh = membrane-permeable compound that blocks inositol monophosphatase. P97697. CHO-M1 cells, IP1 accumulation, HTRF TR-FRET ratio. inhibition (IP1 accumulation), % at 46.1 µM. 120,000 tested, under 10 active. AID 901; active = well fitted curve in the direction sought with a large enough effect in the signal ratio, not every such curve was filed as active; inconclusive = small, poorly fitted or top-dose-only effect, or a change in a side signal; inactive = no such curve, though single readings can be large or run the other way; the % refers to the signal ratio;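 also: cells stimulated with carbachol in lithium chloride buffer; plate controls were DMSO basal wells for no effect and reference inhibitor wells for full effect; higher means more IMPase inhibition seen as more IP1 and lower FRET ratio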
# Target sequence (P97697 whole entry, looked up): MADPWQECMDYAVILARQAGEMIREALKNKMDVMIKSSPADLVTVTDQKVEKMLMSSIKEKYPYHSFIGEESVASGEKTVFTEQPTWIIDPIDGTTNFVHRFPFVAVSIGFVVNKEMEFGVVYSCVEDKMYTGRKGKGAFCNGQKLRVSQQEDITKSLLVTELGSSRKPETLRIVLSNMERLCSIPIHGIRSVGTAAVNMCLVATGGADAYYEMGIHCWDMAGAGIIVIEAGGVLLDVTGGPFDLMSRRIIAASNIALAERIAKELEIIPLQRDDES
#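 The IP-One HTRF competitive assay in carbachol-stimulated CHO-M1 cells quantifies cellular IP1. Compounds spanned up to 46 uM final, and activity is expressed as AC50 from concentration-response fits of the ratio and donor data.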
# PNC inhibitor = blocks assembly of the perinucleolar compartment | PC3M PTB-GFP, PNC prevalence imaging, 16 h; hits give low values | activity change (PNC), negative = inhibition, % at 10 µM | 140,000 compounds, 3.1% hits;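 active = readout at or below -70, meaning at least 70% loss of cells showing the perinucleolar compartment, a nuclear body marking cancer cells; inconclusive = readout between -30 and a set limit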;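 also: plate controls were DMSO wells for no effect and camptothecin positive control wells for full effect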
#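 Read-out is percentage of cells bearing a perinucleolar compartment, from automated 20x imaging of fixed, Hoechst-stained PC3M PTB-GFP cells. Cells were seeded 4 h, then exposed 16 h to compound (23 nl of library stock) in duplicate plates.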
# ALOX15B inhib = blocks human 15-lipoxygenase 2 activity; Potency, µM (highest dose often 57.1 µM), inactives show at the top dose activity change, negative = inhibition, actives largely listed as inhibitors; AID 881; 110,000 compounds, 0.56% hits; purified 15hLO-2, xylenol orange hydroperoxide absorbance; also: potency is read from the fitted curve at half-maximal effect; nearly all actives have a fitted effect of over 60% in size; many of its hits are not listed in these tables
# Target sequence (O15296 whole entry, looked up): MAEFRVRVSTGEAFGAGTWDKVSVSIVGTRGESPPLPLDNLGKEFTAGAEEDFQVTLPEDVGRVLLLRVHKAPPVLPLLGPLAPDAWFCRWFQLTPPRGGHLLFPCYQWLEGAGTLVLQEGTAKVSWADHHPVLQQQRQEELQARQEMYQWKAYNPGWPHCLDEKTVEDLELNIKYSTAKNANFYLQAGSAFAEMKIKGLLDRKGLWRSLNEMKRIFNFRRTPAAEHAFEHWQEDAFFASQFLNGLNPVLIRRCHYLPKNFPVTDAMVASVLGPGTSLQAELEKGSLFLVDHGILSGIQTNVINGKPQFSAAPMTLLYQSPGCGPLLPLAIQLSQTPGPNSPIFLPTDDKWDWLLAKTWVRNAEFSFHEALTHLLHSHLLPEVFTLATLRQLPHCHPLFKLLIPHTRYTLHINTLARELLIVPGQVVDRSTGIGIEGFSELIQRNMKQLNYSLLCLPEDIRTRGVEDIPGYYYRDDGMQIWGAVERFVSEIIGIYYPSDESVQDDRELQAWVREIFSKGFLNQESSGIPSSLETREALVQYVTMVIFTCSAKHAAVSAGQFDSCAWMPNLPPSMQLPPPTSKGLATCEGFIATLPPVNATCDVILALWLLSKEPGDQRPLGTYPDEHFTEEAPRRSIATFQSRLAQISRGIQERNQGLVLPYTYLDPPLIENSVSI
#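 Purified human 15hLO-2 (50 nM) preincubated 15 min with compound, then 45 uM arachidonic acid for 90 min at RT in 25 mM Hepes pH 7.5, 0.01% Triton X-100. Hydroperoxide detected by Fe-xylenol orange; 573/405 nm absorbance ratio.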
# Numbers without * were called inactive; ? = inconclusive; · = no result given; [ ] = remark or other dose. Unless noted, calls follow the shape of the dose curve; as a rule, active = well fitted curve in the direction sought with a large enough effect; inconclusive = small, poorly fitted or top-dose-only effect, or another doubt; inactive = no such curve, though single readings can be large; an effect the other way counts as inactive or inconclusive. Unless noted, % is scaled to controls: 0 for no effect and ±100 for the full control effect.
SMILES,12-hLO inh,IMPase inh,PNC inhibitor,ALOX15B inhib
O=C(Nc1ccccc1)C(Cc1ccccc1)NC(=O)C12CC3CC(CC(C3)C1)C2 (stereo not given),6.3%,0.1,32.3,-6.7%
N#C/C(C(=O)N1CCOCC1)=C1/SC(Cc2ccc(F)cc2)C(=O)N1c1ccccc1 (stereo not given),-6.6%,·,2.9,·
O=C1C(Cc2cccc([N+](=O)[O-])c2)SC(=Nc2ccccc2)N1c1ccccc1 (stereo not given),-3.0%,4.8,3.3,·
O=C(NCc1ccccn1)C(F)(F)C(F)(F)C(=O)NCc1ccccn1,-0.8%,0.3,29.6,0.1%
COc1cccc(C2=NOC(C(=O)N3CCN(c4ccccc4)CC3)C2)c1OC (stereo not given),-1.7%,-5.8,-24.2,·
Cc1cc(Cl)ccc1N1C(=O)CC(NNC(=O)c2cccnc2)C1=O (stereo not given),1.5%,·,54.2,·
CC(C)CC1(C(=O)O)NC(c2ccccc2O)C2C(=O)N(C(C)C)C(=O)C21 (stereo not given),2.6%,9.3,2.5,11.4%
COC(=O)c1cccc(NC(=O)CSc2nc3cccnc3n2C)c1,-3.2%,9.2,21.4,-1.7%
CCOC(=O)c1ccc(N(CC(=O)NC2CCCC2)C(=O)CNC(=O)c2ccco2)cc1,0.2%,-2.9,-85.5*,3.0%
COc1ccc(CCNC(=O)c2cnn3cccnc23)cc1OC,3.9%,3.7,20.8,2.2%
Clc1cccc(OCCN2CCOCC2)c1,-5.7%,-1.0,-4.9,-17.4%
Cc1cccc(-n2c(SCC(N)=O)nc3c(c2=O)C2(CCCC2)Cc2ccccc2-3)c1,-2.7%,-20.8,30.9,·
CC(C)C(=O)Nc1nnc(CSCc2ccccc2F)s1,10.6%,4.9,9.0,-1.1%
CCOc1cc(NC(=S)NCc2ccco2)c(OCC)cc1NC(=O)CC,1.6%,0.5,-18.6,·
CCCC(=O)Nc1ccc(C(=O)NCCCn2ccnc2)cc1,1.3%,10.5,?,2.2%
O=C(CN1CCCc2ccccc21)N/N=C/c1c(O)ccc2ccccc12,-10.6%,1.8,6.3,·
O=C(c1cc2nc(-c3ccc(F)cc3)cc(C(F)(F)F)n2n1)N1CCOCC1,2.9%,8.7,11.2,0.2%
O=C(CS(=O)(=O)c1c[nH]c2ccccc12)Nc1ccc2c(c1)OCCO2,0.2%,4.5,14.2,-1.5%
CC1=C(C#N)c2nc(N)c(C#N)c(C)c2/C1=C\c1ccc(C)cc1,-3.6%,5.0,0.2,25.1µM*
CCOc1ccc(NC(=O)c2nnn(CC(=O)Nc3ccccc3OCC)c2N)cc1,-1.0%,-0.1,27.2,1.8%
COc1cc(N(C)C)c(NC(C)=O)cc1C(=O)O,0.6%,10.6,-11.4,0.7%
Cc1nc(C)c(C(=O)C2=C(O)C(=O)N(CCN(C)C)C2c2ccccc2)s1 (stereo not given),4.8%,-15.6,?,-0.1%
CCOC(=O)N(CC)OC(=O)Nc1ccc(Cl)cc1,-0.2%,5.1,-7.6,-14.3%
COc1ccc(S(=O)(=O)N[C@H](C(=O)O)C(C)C)cc1,-4.0%,-1.3,-22.7,-1.6%
N#Cc1nc(COc2ccc(F)cc2)oc1N1CCC(Cc2ccccc2)CC1,1.8%,4.9,23.2,-6.1%
O=C(Cn1nc(C(F)F)cc1C(F)F)N/N=C/c1ccc2c(c1)OCO2,4.7%,-13.0,-5.9,-9.9%
Cc1cc(C)cc(N(C(=O)CNC(=O)c2cccs2)C(C(=O)NC2CCCC2)c2cccnc2)c1 (stereo not given),1.1%,1.8,9.2,-2.8%
CCN(CC)c1ccc(NC(=O)c2cccnc2)cc1,0.4%,13.0,-13.6,-3.3%
COc1ccc2c3c(ccc2c1)N[C@H](C(=O)O)CC3,3.8%[11.4 µM],·,·,-5.0%[11.4 µM]
O=C(Cc1ccc(Cl)cc1)NNS(=O)(=O)c1ccc([N+](=O)[O-])cc1,0.9%,·,46.6,·
C[C@]12CCC(=O)C=C1CC[C@@H]1[C@@H]2C(=O)C[C@@]2(C)[C@H]1CC[C@]2(O)C(=O)CO,-7.9%,7.9,-4.6,5.3%
O=C(O)CC1S/C(=N/N=C/C=C/c2ccccc2[N+](=O)[O-])NC1=O (stereo not given),-0.6%,·,?,·
Cc1ccc(S(=O)(=O)C2(C(=O)N3CCCCC3C)CC2)cc1 (stereo not given),1.7%,9.3,?,-4.3%
CCOc1ccc(NC(=O)CC(c2ccccc2)c2ccc(F)cc2)cc1 (stereo not given),-2.8%,·,?,·
CCc1ccc(N2CC(C)Cn3c2nc2c3c(=O)n(CCN3CCOCC3)c(=O)n2C)cc1 (stereo not given),4.5%,-2.8,9.6,3.4%
CCC1(C)N=c2c(c(=O)n(C)c(=O)n2C)=NO1 (stereo not given),-8.9%,-2.7,19.5,-1.8%
O=C(Oc1ccccc1)N1CCC2(CC1)CCN(c1ncccn1)CC2,-4.8%,·,·,-9.3%
O=C(Nc1cc(Cl)cc(Cl)c1)C(c1ccccc1)N1CCCCC1 (stereo not given),-0.3%,·,31.2,·
COc1ccc(CSCC(=O)N/N=C/c2ccc(OCC(=O)NCc3ccco3)cc2)cc1,2.3%,6.8,-23.5,-8.5%
CCOc1ccc(-c2nc(-c3ccncc3)no2)cc1OCC,4.1%,?,13.2,3.0%
CCC(CC)C1C(C#N)=C(N)Oc2n[nH]c(-c3ccccc3)c21 (stereo not given),-7.6%,1.3,12.5,-5.4%
CNC(=O)Nc1ccccc1F,9.2%,10.2,-6.9,-4.2%
COc1ccc(C)cc1NC(=O)CCC(=O)Nc1nnc(C(F)(F)F)s1,3.7%,-1.8,47.9,·
Cn1c(SC(C(=O)Nc2ccc(F)cc2)c2ccccc2)nc2ccccc21 (stereo not given),-5.0%,·,40.0,·
COC(=O)/C=C/C(=O)Nc1ccc(O)c(Cl)c1,-2.4%,·,0.1,·
CCCC1C2C(=O)N(c3ccc(OC)cc3)C(=O)C2ON1c1ccccc1 (stereo not given),7.3%,-6.7,-11.0,-2.5%
Cc1ccc(NC(=O)Cn2c(=O)n(CCCC(=O)NCc3ccco3)c(=O)c3ccccc32)cc1,-2.0%,10.7,-6.4,-6.9%
Cn1c(SCC(=O)N2CCCc3ccccc32)nc2cccnc21,-1.0%,2.0,104.1,·
O=C(O)c1ccc(CNCc2ccc(Cl)cc2Cl)cc1,4.6%,-1.3,-21.9,-4.6%
CCCCNC(=O)c1ccc(Cn2c(=S)[nH]c3c([nH]c4ccc(OC)cc43)c2=O)cc1,-0.8%,-12.8,8.1,·
O=C(CS(=O)(=O)Cc1ccccc1)Nc1ccccn1,2.0%,17.0,-0.2,·
CCNc1nc(NC(C)C)nc(Oc2ccc(OCc3ccccc3)nn2)n1,0.9%,9.2,?,·
Cc1ccc(NS(=O)(=O)c2ccc(NC(=O)CN(c3cc([N+](=O)[O-])ccc3C)S(C)(=O)=O)cc2)c(C)c1,-4.5%,·,-7.6,·
COc1cc(C=O)ccc1OS(=O)(=O)c1ccccc1[N+](=O)[O-],-4.3%,·,22.5,·
CC(C)Sc1cc(N2CCCC2)nc(-c2ccccc2)n1,-0.6%,-1.4,-7.0,3.3%
CC(C)(C)c1ccc(C(=O)NNc2cc(N3CCCCC3)nc(N3CCCCC3)n2)cc1,-2.2%,6.9[1.84 µM],?,14.4%[11.4 µM]
Cc1cc(C)c2[nH]c(=O)c(=O)[nH]c2c1,3.3%,1.7,282.9,·
Cc1cc(C)c(/C=N/NC(N)=O)c(C)c1/C=N/NC(N)=O,3.1%,4.1,?,3.3%
FC(F)(F)c1cc(C(F)(F)F)c2ccc(Oc3ccccc3)nc2n1,-1.9%,4.1,?,14.0%
O=C(COc1ccccc1)Nc1ccc(OC(F)(F)C(F)F)c(NC(=O)COc2ccccc2)c1,0.0%,-2.7,57.4,3.0%

# Later entries:
SMILES,12-hLO inh,IMPase inh,PNC inhibitor,ALOX15B inhib
CCCCn1c(CCNC(=O)CCC)nc2ccccc21,-3.0%,-1.2,?,1.9%
Cc1ccc(S(=O)(=O)N/N=C/c2cccc(OC3CSC3)c2)cc1,-4.2%,·,-9.2,·
COc1ccc(NS(=O)(=O)c2cc(NC(=O)CNC(=O)c3ccc(C)s3)ccc2Cl)cc1,-5.7%,·,19.0,·
c1ccc(Oc2ccccc2)cc1,5.7%,·,·,-5.7%
CC(=O)Nc1ccc(S(=O)(=O)Nc2nc3c(s2)CCCC3)cc1,2.4%,10.0,?,-11.4%
CC(=O)Nc1ccc(S(=O)(=O)N(Cc2ccco2)CC2CCCO2)cc1 (stereo not given),2.4%,4.2,-11.1,-9.0%
CCOc1ccc(/C=N/NC(=O)CC(=O)Nc2ccc(Cl)c(Cl)c2)cc1,-6.2%,·,?,·
CCC1=C2CC[C@H]3C(=O)N(c4ccccc4)C(=O)[C@H]3[C@H]2[C@@]2(C)C(=NCC3CC3)OC(=O)N2C1=O,-1.7%,·,·,4.4%
Cc1ccc(Cn2ccc(NC(=O)c3cc(CC(C)C)on3)n2)cc1,4.8%,6.0,?,-10.2%
Cc1nonc1C(=O)N/N=C/c1cccc(O)c1,2.5%,·,-10.1,·
Cn1c(SCC(=O)N2CCCC2)nc2ccccc2c1=O,-4.3%,3.2,19.1,2.1%
COc1cc(/C=C/C2=NC(=O)C(C)(C)O2)ccc1O,-0.9%,-4.7,41.7,2.8%
CC(C)(C)OC(=O)NCCc1nnc(SCc2ccccc2Cl)o1,-3.7%,-9.1,7.2,3.3%
Cc1ccccc1OCC(=O)Nn1c(COc2ccccc2)nc2ccccc2c1=O,-2.3%,4.2,-0.8,-1.6%
O=C(c1cc([N+](=O)[O-])cc([N+](=O)[O-])c1)N(c1ccccn1)c1ccccn1,0.6%,-2.6,2.6,·
COc1ccc(C2C(C#N)=C(N)N(c3sc4c(c3C#N)CCCC4)C3=C2C(=O)CC(C)(C)C3)cc1 (stereo not given),-27.2%,10.7,-2.7,-17.8%
CCOC(=O)c1cnc2cc(Cl)c(OC)cc2c1NCC1CCCO1 (stereo not given),-7.9%,5.4,-3.9,28.8%
CCOC(=O)NC1(NC(C)C)Oc2ccccc2O1,-18.2%,-3.5,33.6,-16.9%
O=C(Oc1c(Br)cc(C(=S)N2CCOCC2)cc1Br)c1ccc(Cl)cc1,-26.3%,-0.7,36.3,?
COc1ccc(C(=O)Nc2c(N)nc(SCC(=O)N3CCC(C)CC3)[nH]c2=O)cc1OC,-7.4%,-4.7,?,5.8%
c1ccc(NCCCNc2ccccc2)cc1,-0.1%,-0.2,-26.3,-6.3%
O=C(Cc1ccccc1)N1CCN(C(=O)c2cccs2)CC1,-5.4%,-2.9,31.4,2.8%
Cc1ccc(Oc2nnc(-c3ccccc3)c3ccccc23)cc1,10.8%,9.7,24.6,·
Cn1cc(CNC(=O)Nc2ccc3c(c2)OCO3)cn1,0.7%,-0.3,6.4,-2.7%
OCCNc1nc(OCC(F)(F)F)nc(N2CCN(C34CC5CC(CC(C5)C3)C4)CC2)n1,-2.3%,5.9,?,10.3%
COc1ccc(/C(C)=N/Nc2ccc(C(=O)O)cc2)c(OC)c1,-6.6%,·,-12.7,·
CCn1c(C)nc2cc(C(=O)N/N=C/c3ccc(O)cc3)ccc21,4.7%,·,?,·
Cc1cc(-c2nnc(SCC(=O)c3ccc4c(c3)OCCO4)o2)no1,2.3%,·,-3.6,·
O=C(Nc1cccc(C(F)(F)F)c1)c1cc2c(s1)-c1ccccc1OC2,-4.2%,-22.0,86.5,·
Cc1cccc(NC(=O)Nc2ccc(C#N)cc2)n1,0.9%,11.6,-29.7,-2.0%
CS/C(N)=N/N=C/c1ccc([N+](=O)[O-])cc1,3.4%,3.7,69.9,-15.3%

# An excerpt; rates above refer to the full screens.
